STAT3 act: IL-6 driven STAT3 reporter potentiators, primary screen, U3A cells, luciferase, luminescence, MLSCN library; IL-6 STAT3-luciferase reporter; 100% = signal with IL-6 EC80 alone; activation (% of control), % at 5.6 µM; hit rate 0.91% among 190,000;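 active means activation above the screen-wide mean of compound activation plus 3 SD, cut at about 130% in these data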;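 further: 0% = background luminescence of wells with medium and substrate only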
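Assay system – human STAT1-deficient U3A cells with stable STAT3-luciferase reporter · Also added – IL-6 (33 ng/mL) · Schedule – compound 1 h, then IL-6 6 h at 37 °C · Technique – reporter luminescence signal · Evaluation – % activation versus median of IL-6-stimulated wells · Benchmarks – IL-6-only wells as 100% reference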
APP 5UTR inh: inhibitors of APP translation via 5'UTR reporter, primary screen, APP 5'UTR luciferase, SH-SY5Y cells | AID 1285, 2008 | inhibition, % at 2 µM | SH-SY5Y APP 5'UTR-luciferase reporter, luminescence | hit rate 0.82% among 190,000;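 active means inhibition above a set limit, derived from the sample mean plus 3 SD, cut at about 45% in these data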; further: values of inactives mirror those of a sister screen read the other way
STAT3 inh: IL-6 driven STAT3 reporter inhibitors, primary screen, U3A cells, luciferase, luminescence, MLSCN library; IL-6 STAT3-luciferase reporter; host cell line lacks STAT1; inhibition, % at 5.5 µM; hit rate 0.89% among 190,000;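 active means inhibition above the mean inhibition across all screened compounds plus 3 SD, cut at about 44% in these data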;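 further: 0% = DMSO only wells and 100% = 100 µM nifuroxazide control wells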
NF-kB neuron act: activators of NF-kB expression in neurons, primary screen, cell-based, HTS | human neuronal cells, NF-kB reporter expression; hits give high values | hit rate 1.6% among 190,000 | AID 1239, 2008 | fold change at 12.5 µM; in the data active means fold change above about 3.3
FLuc stim CS: FLuc activators, initial screening, artefact control for FLuc-dependent activation tests, biochemical, ATPlite luminescence; ATPlite luciferase biochemical, 10 min; 0 = ATP-free wells, 1 = DMSO control; 200,000 tested, under 10 active; AID 1027, 2008; activation factor at 10 µM; Luciferin 4-monooxygenase (Photinus pyralis), P08659;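 active means luciferase activation factor, scaled between plate controls, of at least 2 with compound at 10 µM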
Target sequence (P08659 whole entry, looked up): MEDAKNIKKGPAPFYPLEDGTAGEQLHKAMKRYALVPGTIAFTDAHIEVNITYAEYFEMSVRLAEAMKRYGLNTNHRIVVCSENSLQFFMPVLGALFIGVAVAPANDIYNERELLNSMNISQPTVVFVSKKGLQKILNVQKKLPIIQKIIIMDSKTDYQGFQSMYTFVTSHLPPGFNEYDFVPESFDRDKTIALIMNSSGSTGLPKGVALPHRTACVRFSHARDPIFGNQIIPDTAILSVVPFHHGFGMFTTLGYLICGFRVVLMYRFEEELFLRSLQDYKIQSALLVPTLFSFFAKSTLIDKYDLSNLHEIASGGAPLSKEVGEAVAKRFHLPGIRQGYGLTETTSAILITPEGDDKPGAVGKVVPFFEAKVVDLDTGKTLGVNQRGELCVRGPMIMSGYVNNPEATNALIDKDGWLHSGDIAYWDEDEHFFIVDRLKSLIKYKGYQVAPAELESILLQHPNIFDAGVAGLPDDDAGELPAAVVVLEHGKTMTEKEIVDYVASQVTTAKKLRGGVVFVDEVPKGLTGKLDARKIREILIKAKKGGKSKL
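Material: luciferase plus luciferin reagent, cell-free. Medium: PBS buffer for ATP. Also added: ATP substrate, dispensed from a 10.24 µM working solution in PBS. Doses: test compounds dosed from 2 mM stocks in 100% DMSO. Incubation: 10 min post-reagent at room temperature. Technique: light output (luminescence). Read-out basis: luminescence gain marking luciferase activators.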
STAT1 inh: STAT1 signaling inhibitors, primary screen, cell-based, HTS, luciferase reporter; inhibition, % at 5.5 µM; hit rate 0.35% among 200,000; NIH 3T3 STAT1-luciferase reporter, IFN-gamma, luminescence; AID 920, 2007;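 active means inhibition above a set limit, the mean inhibition across all tested compounds plus 3 SD, cut at about 34% in these data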;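 further: 0% = IFN-gamma with DMSO and 100% = IFN-gamma with 300 µM nifuroxazide; values of inactives mirror those of a sister screen read the other way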
FLuc inhib CS: firefly luciferase enzyme inhibitors, primary screen, artefact control for luciferase-based inhibitor screens, biochemical, luminescence, ATPLite; inhibition, % at 10 µM; hit rate 1.5% among 200,000; 10 min; AID 1006, 2008;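 active means inhibition above about 50% when tested at 10 µM, limit read from the data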
STAT1 act: STAT1 signaling activators, primary screen, cell-based, HTS, luciferase reporter; NIH 3T3 STAT1-luciferase reporter, IFN-gamma, luminescence; 100% = IFN-gamma alone, no compound; activation (% of control), % at 5.5 µM; hit rate 2.6% among 200,000;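 active means activation above the screen-wide mean activation plus 3 SD, cut at about 130% in these data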;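 further: raw ratio to IFN-gamma control signal so 100% means no change and 0% no light; values of inactives mirror those of a sister screen read the other way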
ROMK mod: ROMK potassium channel modulators, primary screen, cell-based, thallium flux, MLSMR library; ATP-sensitive inward rectifier potassium channel 1 (Homo sapiens), P48048; Tet-inducible ROMK, thallium flux fluorescence; actives lie on both sides; B-score at 10 µM; hit rate 2% among 130,000;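 active means signal ratio slope over the read window, or its plate-corrected B-score, at least 3 SD from the plate mean, either direction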;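 further: B-score of the F/F0 ratio slope over 7 to 12 s after thallium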
Target sequence (P48048 whole entry, looked up): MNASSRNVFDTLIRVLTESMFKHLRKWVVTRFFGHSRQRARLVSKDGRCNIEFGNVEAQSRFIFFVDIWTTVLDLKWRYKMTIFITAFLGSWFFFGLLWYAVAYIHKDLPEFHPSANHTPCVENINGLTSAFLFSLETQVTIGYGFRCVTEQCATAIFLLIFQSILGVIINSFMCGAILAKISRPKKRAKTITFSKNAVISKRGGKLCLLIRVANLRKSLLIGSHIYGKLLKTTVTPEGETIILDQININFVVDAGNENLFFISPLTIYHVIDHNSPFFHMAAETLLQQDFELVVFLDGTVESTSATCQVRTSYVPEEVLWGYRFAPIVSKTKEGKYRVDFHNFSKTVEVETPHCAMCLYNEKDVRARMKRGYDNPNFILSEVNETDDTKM
APP 5'UTR act: activators of APP 5'UTR luciferase reporter, primary screen, SH-SY5Y cells; SH-SY5Y APP 5'UTR luciferase reporter, luminescence; zero percent = DMSO vehicle wells; activation, % at 2 µM; hit rate 1% among 190,000; AID 1276, 2008;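 active means activation above a set limit, based on mean plus 3 SD of controls, cut at about 140% in these data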; further: values of inactives mirror those of a sister screen read the other way
Starred values were filed as active, the others as inactive; · = not tested or not shown.

nr	SMILES	STAT3 act	APP 5UTR inh	STAT3 inh	NF-kB neuron act	FLuc stim CS	STAT1 inh	FLuc inhib CS	STAT1 act	ROMK mod	APP 5'UTR act
1	Cc1c(NC(=O)C(C)Sc2nnc(-c3ccccc3)o2)c(=O)n(-c2ccccc2)n1C (stereo unspecified)	101	2	5	1.5	1	-7	-4	106	·	-2
2	O=C(CSc1nnc(-c2ccc(F)cc2)o1)N1CCN(C(=O)c2ccco2)CC1	103	3	6	0.93	1	-3	0	103	·	-3
3	Cc1cccc(OCC(=O)N(Cc2cccs2)C2CCS(=O)(=O)C2)c1C (stereo unspecified)	107	-3	-7	0.98	1	-6	0	106	·	3
4	Cc1ccc(Cn2c(O)c(N=NC(=S)Nc3ccccc3F)c3cc(S(=O)(=O)N4CCOCC4)ccc32)cc1	97	50*	5	1.2	1	9	5	91	-0.3	-50
5	Cc1ccc(S(=O)(=O)N=S(CC2CC2(Cl)Cl)CC2CC2(Cl)Cl)cc1 (stereo unspecified)	100	·	0	1.2	1.1	3	-6	104	-0.093	·
6	Cc1cc(C)c(S(=O)(=O)N2CCCOC2CNC(=O)C(=O)NCc2cccs2)c(C)c1 (stereo unspecified)	100	9	-2	1.1	1	16	0	87	0.025	-9
7	O=C(O)c1cccc(-n2nnnc2SCc2ccccc2Cl)c1	88	-25	24	1.1	1.1	-4	-6	103	-0.011	25
8	COc1cc(C#N)c(NC(=O)CN2CCN(CCO)CC2)cc1OC	102	-42	4	1.2	1.1	-7	-6	105	0.051	42
9	Nc1cccc(-c2cc(-c3ccccc3)nc(-c3cccc(N)c3)n2)c1	96	15	7	0.59	1.1	5	-8	96	-0.023	-15
10	COC(=O)C(NS(=O)(=O)c1ccc(NC(C)=O)cc1)C(C)C (stereo unspecified)	106	-21	-4	1	1	-2	-4	102	0.58	21
11	CN(Cc1nc(-c2cccs2)no1)CC(O)c1ccccc1 (stereo unspecified)	105	-36	0	·	1	-21	2	117	·	37
12	CN(C)CCCC1(O)c2ccccc2CCc2ccccc21	102	5	0	0.97	1.1	-8	-6	106	-0.062	-5
13	CCN(CC)CC(=O)NC12CC3CC(CC(C3)C1)C2	111	-1	-13	0.97	1	2	-2	99	-0.023	1
14	Cn1/c(=N/NC(=O)c2ccccc2F)sc2ccccc21	102	-79	3	2	0.7	-52	30	149*	-1.2	79
15	COc1cc(OC)cc(C(=O)NC2CCN(C(=O)N3c4ccccc4Sc4ccccc43)CC2)c1	116	-5	-13	0.83	1	0	-4	100	·	5
16	CC1=N/C(=C/c2ccc([N+](=O)[O-])cc2)C(=O)N1c1ccc(Cl)cc1Cl	103	·	3	0.89	1	3	0	97	0.95	·
17	N#Cc1nc(-c2ccccc2)oc1N1CCCCC1	104	-18	2	1.6	1	-6	-2	107	·	18
18	OCCN1CCN(C(=S)c2ccc(Br)cc2)CC1	96	3	9	1.2	1	0	-4	100	·	-3
19	O=C(CNC(=O)c1ccco1)OCc1ccc(C(=O)c2ccccc2)cc1	104	-2	0	1.1	1	-6	-2	103	0.018	3
20	CC1=CCC(COC(=O)Nc2ccccc2)CC1 (stereo unspecified)	101	-94	3	3	0.7	-28	29	126	-0.42	94
21	CCOC(=O)CSc1cccc2cccnc12	93	31	13	1.2	1.1	-2	-8	102	·	-31
22	COc1cc(C(=O)NCC(c2ccccc2)N(C)C)ccc1OCC(=O)N1CCOCC1 (stereo unspecified)	105	-2	-1	1	1	1	-4	99	0.21	2
23	Cc1nc(SCC(=O)Nc2cc(Cl)ccc2[N+](=O)[O-])nc(C)c1C	108	6	-14	0.6	1	-7	-3	106	·	-6
24	O=C(CN1CCOCC1)NC1C2CC3CC(C2)CC1C3 (stereo unspecified)	110	-7	-4	1.2	1	-3	-3	102	0.5	7
25	COC(=O)C1=C(COc2ccc(F)cc2)NC(=O)NC1c1ccc(C)cc1C (stereo unspecified)	95	-12	11	0.8	1	15	-4	86	·	12
26	Cc1ccc(Cn2c(=O)n(-c3ccccc3)c(=O)c3ccc(C(=O)NCc4ccco4)cc32)cc1	105	-23	-6	1.1	1	-5	-3	105	-0.0077	23
27	COc1ccc(-c2cc(N)n(S(=O)(=O)c3ccc(C)cc3)n2)c(OC)c1	93	-9	13	1.4	1.1	2	-6	98	·	9
28	Cc1ccc(OCCN2CCN(c3nc(NCc4ccco4)c4ccccc4n3)CC2)cc1	96	9	4	0.72	1	3	-4	97	0.016	-9
29	CCO[C@@H]1OC(C(=O)N2CCOCC2)=C[C@H](c2cn(C(C)=O)c3ccccc23)[C@H]1CCCO	·	-12	·	1.2	1	5	-4	96	·	12
30	Cc1nn(-c2ccccc2)c(N)c1C1(O)C(=O)N(C)c2ccccc21 (stereo unspecified)	103	11	-6	1.2	1	-1	-2	101	0.19	-11
31	COc1ccc2cc(CN(Cc3cccs3)Cc3nnnn3Cc3ccccc3)c(=O)[nH]c2c1	100	-10	4	0.78	1.1	-3	-10	105	-1.4	10
32	CC(=O)Nc1ccccc1NC(=O)CN(C)S(=O)(=O)c1ccc(C)cc1	101	5	4	0.97	1	-3	2	103	·	-5
33	Cc1onc(-c2ccccc2Cl)c1C(=O)N1CCN(Cc2ccc3c(c2)OCO3)CC1	105	4	0	1.5	1	-2	-1	101	-0.97	-4
34	Cc1cc(C)c(C(=O)CSc2nnc(-c3ccccc3Br)o2)cc1C	101	17	4	1.9	1	2	-2	98	·	-17
35	COc1ccc(C(=O)C2CCCN(C(=O)c3cc4nc(C)cc(C)n4n3)C2)cc1F (stereo unspecified)	109	14	-8	1.1	1	3	-4	95	-0.14	-14
36	O=[N+]([O-])c1ccc(O)c(/C=N/NC2=NS(=O)(=O)c3ccccc32)c1	105	24	-1	0.91	0.3	-2	69*	101	1.4	-24
37	COc1ccc(C)cc1S(=O)(=O)N1CC(C)OC(C)C1 (stereo unspecified)	107	-1	-2	1.1	1	2	4	98	-0.49	1
38	CN1C(=O)C(CC(=O)NCC2CCCCC2)SC1=Nc1ccccc1 (stereo unspecified)	99	-5	4	1.1	1	7	-1	92	-1.8	5
39	O=C(Cc1ccccc1[N+](=O)[O-])NC1CC1	95	-34	16	1.4	1	-5	-1	103	0.97	33
40	CCC1=Nc2ccccc2-c2nnc(SC)nc2O1	113	-11	-15	0.94	1	5	-5	96	·	11
41	COc1ccccc1-c1nnc(NC(=O)c2ccc(S(=O)(=O)N(C)Cc3ccccc3)cc2)o1	93	2	12	0.96	1.1	6	-9	95	-3.4*	-2
42	O=C(CCSc1nc(-c2ccco2)cc(C(F)(F)F)n1)NCc1cccs1	90	3	16	1	1.1	6	-9	93	·	-3
43	O=C(Nc1ccc(F)cc1)N(Cc1nnc2n1CCCCC2)c1ccccc1	106	-2	-1	0.95	1	5	-2	96	·	2
44	Clc1ccccc1CN1CCN(CCCc2ccccc2)CC1	94	14	12	1.3	1	4	2	98	-1.3	-14
45	O=C(NCc1ccccc1)c1nc2c(nnn2Cc2cccc(Cl)c2)c(=O)[nH]1	105	-6	-5	1.1	1	-2	-3	102	·	6
46	CCCCNc1nc2c(c(=O)n(C)c(=O)n2C)n1Cc1cccc(OC)c1	83	-10	22	0.73	1.1	31	-8	71	-0.51	10
47	O=C(/C=C/c1ccc(-c2ccccc2[N+](=O)[O-])o1)c1ccccc1	100	-11	5	1.2	1	-3	2	103	·	11
48	CCN(CC)C(=O)CSc1ncnc2c(-c3ccc(OC)cc3)nsc12	96	-45	7	1.3	1	-6	-4	106	-0.091	45
49	S=c1[nH]c2ccc(Cl)cc2[nH]1	106	12	-3	0.96	1	4	-2	96	0.94	-12
50	CCN1C(=O)CC(C(=O)NCCc2ccc(S(N)(=O)=O)cc2)SC1=Nc1ccc(OC)cc1 (stereo unspecified)	102	-7	6	1.3	1	-1	-3	99	0.37	7

2 compounds from above, showing only STAT1 act and STAT1 inh:
nr	SMILES	STAT1 act	STAT1 inh
40	CCC1=Nc2ccccc2-c2nnc(SC)nc2O1	96	5
35	COc1ccc(C(=O)C2CCCN(C(=O)c3cc4nc(C)cc(C)n4n3)C2)cc1F (stereo unspecified)	95	3

(listing goes on)
nr	SMILES	STAT3 act	APP 5UTR inh	STAT3 inh	NF-kB neuron act	FLuc stim CS	STAT1 inh	FLuc inhib CS	STAT1 act	ROMK mod	APP 5'UTR act
51	COc1ccc(CCNC(=O)c2c(N)no[n+]2[O-])cc1OC	101	-20	3	1.2	1	-6	-4	108	0.57	20
52	CC(=O)NCCC(=O)Nc1cc(S(=O)(=O)N2CCOCC2)ccc1N1CCOCC1	105	8	-5	0.92	1.1	2	-5	97	-0.093	-8
53	Cc1csc(/C(C#N)=N/O)n1	102	0	2	0.9	1	-1	-1	101	·	0
54	CCCCN(C(=O)NC(=O)Nc1cc(C)ccc1C)S(C)(=O)=O	103	-19	3	1.2	1	2	-2	98	·	19
55	Cc1ccc(C(=O)Nc2ccccc2N2CCCCC2)cc1[N+](=O)[O-]	100	7	4	1.3	1.1	1	-9	99	-1.7	-7
56	Brc1cccc(CNCCCN2CCOCC2)c1	106	-23	3	1.1	1.1	-2	-6	102	0.058	23
57	CC(C)Cn1c(N)c(C(=O)COC(=O)c2cc(C3CC3)nc3ccccc23)c(=O)n(C)c1=O	87	8	13	0.46	1	3	-2	97	0.54	-8
58	Cc1cc(=S)[nH]c2ccccc12	103	-5	-2	0.98	1	-6	-2	105	-0.012	5
59	O=C(N/N=C/c1ccc(Br)s1)c1ccccc1[N+](=O)[O-]	100	-1	6	1.1	1	0	-4	100	·	1
60	Cc1ccc(Sc2cnc3ccccc3n2)cc1	111	-22	-7	2.5	0.7	-20	33	118	-0.2	22
61	CC(C)CC(C(=O)O)N1C(=O)[C@@H]2[C@H](C1=O)[C@@H]1C[C@H]2C(Br)C1Br (stereo partly specified)	100	-15	0	1	1	2	-4	98	0.52	15
62	Cc1onc(-c2ccccc2)c1C(=O)Nc1nnc(N2CCCCCC2)s1	95	0	6	1.4	1	15	-2	86	·	0
63	O=C(c1cc(COc2ccc(F)cc2Cl)on1)N1CCC(c2ccncc2)CC1	74	7	34	1.1	1	15	-4	85	-1.3	-7
64	O=S(=O)(N/N=C\c1ccc(-c2ccccc2Cl)o1)c1ccccc1	93	2	11	1	1	2	-2	97	-1.8	-2
65	CCOc1ccc(NC(=O)CN2CCN(CC(=O)Nc3ccc4c(c3)OCCO4)CC2)cc1	99	-22	5	0.9	1	5	-2	96	0.77	22

Screens deposited in PubChem by several laboratories.
